AID inh: blocks human AID cytidine deaminase activity. Q9GZX7. AID deamination FRET fluorescence, UDG-coupled, 4 h. Potency, µM (titrated, usually from 115 µM), inactives show top-dose activity change, negative = inhibition, usual class: inhibitors. 91,000 compounds, 0.32% hits; further: nearly all actives have a fitted effect of over 25% in size
Target sequence (Q9GZX7 whole entry, looked up): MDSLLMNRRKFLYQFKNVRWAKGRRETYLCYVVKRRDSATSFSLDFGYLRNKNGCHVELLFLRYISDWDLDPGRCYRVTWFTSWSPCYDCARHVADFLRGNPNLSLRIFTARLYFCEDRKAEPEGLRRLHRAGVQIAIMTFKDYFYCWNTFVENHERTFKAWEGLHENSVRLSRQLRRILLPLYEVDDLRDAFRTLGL
UDG counterscr: blocks uracil-DNA glycosylase in AID counter-screen | FRET deamination/UDG coupled assay, UDG read, 4 h | Potency, µM (doses to about 115 µM), for inactives: top-dose activity change, negative = inhibition, hits mostly inhibitors | 91,000 compounds, 0.14% hits | AID 1347430; further: nearly all actives have a fitted effect of over 65% in size
Active calls of the source: *; ? = inconclusive; & = joins results of further samples; [ ] = remark or other dose. The call rests on the fitted dose curve; in most records, active means well fitted curve in the direction sought with a large enough effect; inconclusive means small, poorly fitted or top-dose-only effect, or another doubt; inactive means no such curve, though single readings can be large; an effect the other way counts as inactive or inconclusive. On the % scale 0 is the no-effect control and ±100 the full control effect; potency means the concentration at half of the fitted maximal effect. This is a subset; count on the stated rates, not on these rows.

Results follow in this order: UDG counterscr, AID inh
- COc1c(I)cc(Br)cc1/C=C/C(=O)O
    -2%, -5%
- CCc1ccc(NC(=O)CSc2cn(CC(=O)N3CCCC3)c3ccccc23)cc1
    -12%, 61%[activator]
- Cc1ccc(CSCCNC(=O)CN(c2cccc(C)c2C)S(=O)(=O)c2ccccc2)cc1
    -8%, -16%
- COc1ccc(C)cc1NC(=O)NC(c1ccccc1)c1nnc(-c2ccccc2Cl)o1 (stereo not given)
    2%, 1%
- CCCOc1ccc(C(=O)N(Cc2ccc(N(C)C)cc2)CC2CCCO2)cc1 (stereo not given)
    4%, -21%
- Cc1ccc(C)c(NC(=O)C2CCCN(S(=O)(=O)c3c(C)noc3/C=C/N(C)C)C2)c1 (stereo not given)
    -13%, ?
- CCOc1ccccc1NC(=O)Cn1c(=O)n(-c2ccc(C)cc2)c(=O)c2c1cnn2C
    -3%, 3%
- O=C1CC2(CCCC2)C(=O)N1Cc1ncc(-c2ccccc2)o1
    -4%, -7%
- Cc1ccc(-n2nc3c(N4CCCC(C(=O)NCc5ccc(Cl)cc5)C4)nnc(C)c3c2C)cc1 (stereo not given)
    -6%, ?
- Cc1ccc(NC(=O)CSc2ncnc3ccccc23)cc1Cl
    9%, 5%
- N#Cc1cccc(OCC(=O)Nc2ccccc2)c1
    -7%, -5%
- COc1ccc(NC(=O)CSc2nc3ccncc3[nH]2)c(OC)c1
    4%, 6%
- CCOC(=O)N1CCC(NC(=O)c2cnn(-c3ccc(F)cc3F)c2C2CCN(C(=O)OC(C)(C)C)CC2)CC1
    -15%, 17%
- Cc1cccc(C(C)C)c1NC(=O)/C=C/c1cccs1
    2%, -7%
- N#C/C(=C/c1cn(Cc2ccccc2Cl)c2ccccc12)C(=O)Nc1cccc(Cl)c1
    -8%[57.5 µM], -4%[57.5 µM]
- O=C(O)c1cccnc1SCc1cccc(C(F)(F)F)c1
    -6%, -6%
- NC(=O)COc1ccc(C(=O)NCC2(c3ccccc3)CCC2)cc1
    3%, -1%
- O=C(c1ccc(F)cc1)N(Cc1cccs1)C1CC1
    -5%, -9%
- Cc1noc(-c2ccccc2OCC(=O)Nc2ccccc2[N+](=O)[O-])n1
    -18%, ?
- Cc1cc(C)c2[nH]c(-c3ccccc3)c(-c3ccccc3)c2c1
    -5%, -17%
- COc1ccccc1N1CCN(C(=O)Cn2ncc3c([nH]c4ccccc43)c2=O)CC1
    -4%[57.5 µM], 1%
- CC1(C)Cc2c(ccc3ccccc23)C(CCl)N1 (stereo not given)
    5%, 18%
- O=C(OC1CCCCC1=O)c1ccc(F)cc1Cl (stereo not given)
    8%, 2%
- CC(C)(C)c1ccc(C(=O)N2CC(=O)Nc3ccc(F)cc3C2c2ccc(F)cc2)cc1 (stereo not given)
    -20%, -26%
- COc1ccc(NC(=O)C2=C(C)Nc3ncnn3C2c2ccc[nH]2)cc1 (stereo not given)
    2%, 45%[activator]
- CCOC(=O)c1cc(NC(=O)c2ccc(-c3cc4ccccc4oc3=O)cc2)ccc1N1CCOCC1
    -6%, -10%
- CCOc1ccc(C(=O)c2oc3ccccc3c2NC(=O)c2cc(-c3ccc(Cl)cc3)on2)cc1
    16%, 7%
- Cn1ccc2nc3ncnn3c(-c3ccccc3)c2c1=O
    0%, 6%
- Cc1cccc(-c2nc(SCCCOc3cc(C)c(Cl)c(C)c3)n3[nH]c(=O)cc3n2)c1
    26%, 2%
- CC(C)C(=O)Nc1sc2c(c1-c1nc3ccccc3s1)CCN(C(C)C)C2
    -5%, ?

Gathered by group, the compounds so far with two or more sulfur atoms
Results follow in this order: UDG counterscr, AID inh
- Cc1ccc(CSCCNC(=O)CN(c2cccc(C)c2C)S(=O)(=O)c2ccccc2)cc1
    -8%, -16%
- CC(C)C(=O)Nc1sc2c(c1-c1nc3ccccc3s1)CCN(C(C)C)C2
    -5%, ?

(further entries)
Results follow in this order: UDG counterscr, AID inh
- CC(=O)Nc1ccc(-c2csc(NC(=O)c3nn(C)c(=O)c4ccccc34)n2)cc1
    1%, 9%
- O=C(CSc1nnc(CNC(=O)c2ccccc2)n1-c1ccc(F)cc1)Nc1ccccc1F
    1%, 13%
- COc1ccc(C(=O)c2oc3ccccc3c2NC(=O)c2nc(SC)ncc2Cl)cc1Cl
    0%, 10%
- Cc1c(-c2ccc(Cl)cc2)[n+](=O)c(-c2ccccc2)cn1[O-]
    8%, 8%
- CCOc1ccc(-c2nnc(SCC(=O)NC3CCCCC3)nc2-c2ccc(OCC)c(OC)c2)cc1OC
    38%[activator], -1%
- Cc1ccc(NC(=O)c2ccc(CNS(=O)(=O)c3ccc4c(c3)C(C)(C)C(=O)N4C)cc2)cc1C
    6%, 2%
- CCOC(=O)C1CCC(CN(Cc2ccc(Cl)cc2)S(=O)(=O)c2cc(Cl)cc(Cl)c2)CC1 (stereo not given)
    -14%, 2%
- CN(C)c1ccc(CNC(=O)C2CCCN(S(=O)(=O)c3ccc4c(c3)CCCC(=O)N4)C2)cc1 (stereo not given)
    -5%, 12%
- COc1ccc(OC)c(NC(=O)CSC2=Nc3ccccc3C3=NC(CCC(=O)NCc4ccccc4)C(=O)N23)c1 (stereo not given)
    -2%, 14%
- CCn1c(C(=O)N2CCC(C(=O)N3CCN(c4cccc(C)c4C)CC3)CC2)cc2sccc21
    ?, ?
- Cc1ccc(CCNC(=O)CSCc2nc(-c3ccc(C)cc3)oc2C)cc1
    10%, ?
- CN(C)C(=O)Cc1cccc(F)c1
    -8%, -4%
- Cc1ccc(NC(=O)Cn2cc(S(=O)(=O)N3CCC(C)CC3)c3ccccc3c2=O)c(Br)c1
    -5%, -10%
- Cc1ccc(Nc2nnc(SCC(=O)c3ccc(Cl)s3)s2)c(C)c1
    -4%, 28%
- NC(=O)COc1cccc(C2CC(=O)Nc3nc(N4CCCCC4)sc32)c1 (stereo not given)
    -17%, 28µM*

Some of these compounds in order of SMILES length, rising:
Results follow in this order: UDG counterscr, AID inh
- CN(C)C(=O)Cc1cccc(F)c1
    -8%, -4%
- Cc1c(-c2ccc(Cl)cc2)[n+](=O)c(-c2ccccc2)cn1[O-]
    8%, 8%
- CN(C)c1ccc(CNC(=O)C2CCCN(S(=O)(=O)c3ccc4c(c3)CCCC(=O)N4)C2)cc1 (stereo not given)
    -5%, 12%

Remaining list, next part.
Results follow in this order: UDG counterscr, AID inh
- COC(=O)COc1ccc(Oc2nc(NC(C)(C)C)nc(N(C)C)n2)nn1
    -5%, 10%
- O=C(O)Cc1ccc(N2C(=O)C(=O)/C(=C(/O)c3ccccc3Cl)C2c2ccccc2F)cc1 (stereo not given)
    -2%, -6%
- Cc1cc(Cl)ccc1OCC(=O)NC1CCN(C)CC1
    1%, 2%
- CC(C)Oc1ccc(C(=O)NCC(c2ccc(N(C)C)cc2)N2CCCC2)cc1 (stereo not given)
    ?, -24%
- CCN1C(=O)c2ccccc2S(=O)(=O)c2ccc(C(=O)NCc3ccc(C)cc3)cc21
    -13%, -10%
- CC(C)NC(=O)CSc1nnc(-c2cccnc2)n1C
    66%[activator], 0%
- CN(CC(=O)Nc1ccc(Cl)c(C(F)(F)F)c1)Cc1cc(F)cc2c1OCOC2
    -10%, -20%
- CN(CCCNC(=O)c1nc2ccccc2c(=O)[nH]1)C(=O)c1cccnc1
    -5%, -1%
- COc1cc(OC)cc(N2C(=O)c3cc(-c4cccs4)nn3CC2(C)C(=O)NC2CCCCC2)c1 (stereo not given)
    -4%, -5%
- CC(C)c1ccc(C(=O)Nc2ccc(-c3nc4ccccc4s3)c(Cl)c2)cc1
    3%, 3%
- Cn1cnnc1SCC(=O)Nc1cc(C(=O)O)cc(C(=O)O)c1
    4%, 5%
- COc1ccc2c(c1)c1c(c(=O)n(-c3ccc(F)c(Cl)c3)c(=O)n1Cc1cccc(C)c1)n2C
    5%, 6%
- CCOc1ccc(Br)cc1C1C(C(=O)Nc2ccccc2OC)=C(C)Nc2nnnn21 (stereo not given)
    -4%[57.5 µM], 3%[57.5 µM]
- Cc1cccc(C)c1NC(=O)C(C)N (stereo not given)
    -5%, 1%
- O=C(O)CN(CC(=O)O)C1CCCCC1N(CC(=O)O)CC(=O)O (stereo not given)
    -1%, 5%
- Cc1oc(-c2ccccc2Cl)nc1CS(=O)(=O)CC(=O)NC(C)CCc1ccccc1 (stereo not given)
    -25%, 20µM*
- CC1=C(C(=O)OC(C)C)C(c2ccc(Br)s2)NC(=O)N1C (stereo not given)
    -4%, -17%
- COC(=O)c1cc(NC(=O)c2ccccc2OC(F)F)c(F)cc1F
    -11%, 1%
- Cc1ccc(O)c(NC(=O)c2cc(-c3cccnc3)nc3ccccc23)c1
    -9%, -14%
- Cc1ccc2nc(COc3cccc(NC(=O)c4cccc(Cl)c4)c3)cc(=O)n2c1
    23%, 30%[activator]
- COc1ccc(OC)c(CNC(=O)c2c(C)oc3ncn(C)c(=O)c23)c1
    34%[activator], -1%
- CCN(C(=O)Cc1nc(-c2ccc(OC)cc2)no1)c1cccc(Cl)c1
    17%, -17%
- COc1ccc(NC(=O)Cn2c3ncccc3c(=O)n2-c2ccc(C)c(C)c2)c(OC)c1
    -5%, 10%
- Cc1ccc(CNC(=O)c2cnn(-c3ccc(F)cc3F)c2C2CCN(C(=O)OC(C)(C)C)CC2)cc1
    46%[activator], ?
- COc1cccc(/C=C/c2nc3ccccc3c(=O)n2-c2ccc(C)c(C)c2)c1OC
    64%[activator], ?
- C/C(=N/Nc1ccc(S(N)(=O)=O)cc1[N+](=O)[O-])c1ccc(Cl)cc1
    -9%, -2%
- CC(=O)c1ccc(NC(=O)C2(c3ccccc3)CCCC2)cc1
    -4%, -10%
- O=C(Nc1ccccc1)c1ccc(Br)c(S(=O)(=O)N2CCCCC2)c1
    -14%, -6%
- Oc1ccc(Cl)cc1C=NCc1ccccc1Cl
    0%, -11%
- C1CCc2nnnn2CC1
    -7%, -7%
- CCCCNC(=O)CCCn1c(=O)c2ccccc2n(Cc2ccccc2C)c1=O
    -6%, ?
- Cc1cccc(N2CCn3c2nc2c3c(=O)n(CCc3ccccc3)c(=O)n2C)c1
    4%, -3%
- COC(=O)c1cccnc1-n1c(=O)c2cccnc2n(CC(=O)Nc2cccc(C(F)(F)F)c2)c1=O
    0%, 2%
- Fc1ccc(N/N=C/c2c(F)cccc2F)c(F)c1
    -2%, -7%
- O=C(N/N=C/c1cccc(I)c1)c1cccs1
    -3%, -7%
- CC(CNC(=O)C1CCCC1)NC(=O)C1CCCC1 (stereo not given)
    -10%, 18%
- COc1ccc(OC)c(NC(=O)C2CCCN(S(=O)(=O)c3c(C)nn(C)c3C)C2)c1 (stereo not given)
    -1%, 126%[activator]
- COc1ccc(-c2nc(Cn3nnc(C(=O)NCc4ccc(Cl)cc4)c3N)c(C)o2)c(OC)c1
    -8%, -3%
- O=C(O)c1ccc(NC(=O)c2ccc(Br)o2)c(NC(=O)c2ccc(Br)o2)c1
    9%, -13%
- CCCCN(CCCC)S(=O)(=O)c1ccc(NC(=O)c2c(-c3ccccc3)noc2C)cc1
    ?, ?
- CCOc1ccc(NC(=O)c2nnn(-c3ccc(F)c(Cl)c3)c2C)cc1
    -2%, 18%
- N#C/C(C(=O)CCl)=C(/c1ccc(F)cc1)N1CCOCC1
    -15%, -2%
- O=C(NCCNC(=O)c1cc2ccccc2[nH]1)C(=O)NCc1ccccc1
    -3%, -3%
- CN(C)CC[C@@H](c1ccc(Cl)cc1)c1ccccn1
    3%, 4%
- O=C(Nc1ccc2nc(SCC(=O)N3CCCC3)sc2c1)c1cccc(F)c1
    -14%, -11%&8%
- COc1ccc(C(=O)Nc2ccc3nc4c(c(Nc5ccccc5OC)c3c2)CCCC4)c(OC)c1
    -2%, 9%
- COc1ccc(C(C)=O)cc1CO/N=C/c1ccc(OC(F)F)cc1
    -8%, -13%
- Cc1nc2c3ccccc3nn2c(C)c1CCC(=O)Nc1ccc(C(N)=O)cc1
    10%, -1%
- CCOc1ccc(NC(=O)NC(C)c2c(-n3cccc3)sc(C)c2C)cc1 (stereo not given)
    -6%, 1%
- COc1cccc(CNC(=O)C(=O)Nc2c3c(nn2-c2ccccc2)CSC3)c1
    9%, 2%
- COc1cc(C(=O)Nc2ccc(C)c(S(=O)(=O)N3CCCCCC3)c2)cc(OC)c1OC
    -14%, -29%
- Cc1cn2c(=O)cc(CSc3ccccc3NC(=O)COc3ccccc3C)nc2s1
    -8%, -10%
- CCc1cccc(CC)c1NC(=O)Cn1nnc2sc3c(c2c1=O)CCCC3
    -6%, 16%
- CCOC(=O)c1cnc2c(ccc3ccccc32)c1Nc1cccc(Cl)c1
    2%[57.5 µM], 1%[57.5 µM]
- CCc1ccc(-c2nc3ccc(Br)cc3c(C(=O)O)c2C)s1
    -3%, ?
- COc1ccccc1CNC(=O)CC(c1ccc(F)cc1)N1Cc2ccccc2C1=O (stereo not given)
    4%[57.5 µM], -12%
- CCCNC(=O)C12CC3CC(C1)CC(c1ccccc1)(C3)C2
    9%, -2%
- CC(=O)C1=C(c2ccc(C)cc2)N(C(C)=O)n2c(nnc2-c2ccccc2)S1
    -5%, 67%[activator]
- Cc1cc2c(C)c(C)[nH]c2cc1Br
    -14%, -18%
- CCCCN(CC)CCCNC(=O)c1cn(C)c2ccc(S(=O)(=O)N(C)C3CCCCC3)cc2c1=O
    -1%[57.5 µM], 4%[57.5 µM]

New compounds follow.
Results follow in this order: UDG counterscr, AID inh
- Cc1cccc(N2C(=O)C(CC(=O)Nc3ccc(F)cc3)N(C3CCCC3)C2=O)c1 (stereo not given)
    0%[57.5 µM], -10%
- Cc1cc(OC(C)C(=O)N2CCC(c3nc4ccccc4o3)CC2)ccc1Cl (stereo not given)
    -9%[57.5 µM], ?
- Cc1ccc(N(C)C(=O)CCS(=O)(=O)c2cc3c(cc2Cl)NC(=O)CO3)cc1
    6%, -16%
- Cc1cccc(N2CCN(C(=O)CCCn3c(=O)[nH]c4ccsc4c3=O)CC2)c1C
    -4%, -3%
- Cc1csc(NC(=O)CCNC(=O)c2ccoc2)n1
    8%, -2%

Screening results from PubChem.
